Screens from PubChem BioAssay.
Integrin act MD = activates integrin-mediated alleviation for muscular dystrophy; 350,000 compounds, 0.064% hits; AID 624291; Potency, µM (highest dose often 38.3 µM), for inactives: at the top dose activation, actives largely listed as activators; alpha7betagal myoblasts, beta-gal FDG fluorescence, 48 h;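 further: potency means the concentration at half of the fitted maximal effect; 100% = response of the positive control SU9516; nearly all actives have a fitted effect of over 60% in size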
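alpha7betagal+/- myoblasts (passage 13, 250/well) treated 48 h at 37C with compounds at 1:260 dilution of DMSO stock. Lysed, then beta-galactosidase activity read as FDG fluorescence (ex 480/em 540) after 30 min, with pre-read for autofluorescence.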
uPA generation = cell surface uPA generation inhibition; Potency, µM (series often up to 38.3 µM), without a hit: at the highest dose activity change, negative = inhibition, usual class: inhibitors; 330,000 compounds, 0.31% hits; cell surface uPA generation assay, qHTS; active means well fitted inhibition curve with a large enough effect; inconclusive means small, poorly fitted or top-dose-only effect; inactive means no such curve, though single readings can be large or run the other way; tested in mouse RAW 264.7 cells; further: potency means the concentration at half of the fitted maximal effect; on the % scale 0 is the no-effect control and ±100 the full control effect; nearly all actives have a fitted effect of over 55% in size
TRPV1 ag = activates the human vanilloid receptor TRPV1; 320,000 compounds, 0.19% hits; Q8NER1; TRPV1-expressing cells, Fluo-8 calcium influx, agonist mode; activation, % at 8.33 µM; in the data active means activation above about 80%; inconclusive means between about 30% and that limit; further: 0% is about no effect
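Fluo-8 calcium influx in TRPV1-expressing cells, kinetic read (ex 480/em 520 nm). Compound added and read 3 min for agonist activity, followed by capsaicin at EC20 final and 2 min further read for enhancement.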
B2AR arrestin = agonists driving beta-arrestin recruitment to human beta2-adrenergic receptor. P07550. beta-arrestin recruitment to beta2AR, cell-based reporter. Potency, µM (highest dose often 46.1 µM), for inactives: top-dose activation, usual class: activators. 330,000 compounds, 0.02% hits;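 further: potency means the concentration at half of the fitted maximal effect; 0% = DMSO controls and full agonism = EC100 isoproterenol or metaproterenol; nearly all actives have a fitted effect of over 65% in size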
Target sequence (P07550 whole entry, looked up): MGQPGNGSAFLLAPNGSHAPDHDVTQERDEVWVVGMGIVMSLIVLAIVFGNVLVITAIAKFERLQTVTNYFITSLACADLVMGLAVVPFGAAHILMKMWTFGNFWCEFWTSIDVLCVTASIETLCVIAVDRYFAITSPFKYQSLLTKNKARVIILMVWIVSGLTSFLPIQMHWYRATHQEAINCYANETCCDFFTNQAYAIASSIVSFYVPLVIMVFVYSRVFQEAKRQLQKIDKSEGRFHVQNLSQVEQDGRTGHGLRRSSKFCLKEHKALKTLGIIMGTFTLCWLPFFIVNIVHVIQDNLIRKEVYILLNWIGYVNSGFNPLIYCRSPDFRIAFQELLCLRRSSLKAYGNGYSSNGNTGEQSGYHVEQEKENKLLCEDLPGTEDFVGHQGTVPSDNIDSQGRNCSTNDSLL
BRCA1 expr up = BRCA1 expression activation; MCF7-BRCA1-FFLuc reporter, luminescence, 48 h; response scale: scaled: vehicle 0%, 10 µM genistein 100%; Potency, µM (titrated, usually from 46.1 µM), for inactives: top-dose activation, actives largely listed as activators; 380,000 compounds, 1.1% hits; further: potency means the concentration at half of the fitted maximal effect; nearly all actives have a fitted effect of over 80% in size; some results filed as inactive show a strong effect at the top dose
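First, MCF7-BRCA1-FFLuc cells (2000/well) attach for 2 h; next, compounds are pin-added and incubated 48 h at 37 °C; finally, luciferase reagent is added and luminescence read after 15 min.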
S-ASM inh = human S-ASM enzyme inhibition. P17405. placental ASM, HMU-PC fluorogenic substrate, 60 min. Potency, µM (doses to about 57.5 µM), for inactives: at the highest dose activity change, negative = inhibition, usual class: inhibitors. 340,000 compounds, 0.006% hits. AID 504937; further: potency means the concentration at half of the fitted maximal effect
Target sequence (P17405 47-631 limits assumed): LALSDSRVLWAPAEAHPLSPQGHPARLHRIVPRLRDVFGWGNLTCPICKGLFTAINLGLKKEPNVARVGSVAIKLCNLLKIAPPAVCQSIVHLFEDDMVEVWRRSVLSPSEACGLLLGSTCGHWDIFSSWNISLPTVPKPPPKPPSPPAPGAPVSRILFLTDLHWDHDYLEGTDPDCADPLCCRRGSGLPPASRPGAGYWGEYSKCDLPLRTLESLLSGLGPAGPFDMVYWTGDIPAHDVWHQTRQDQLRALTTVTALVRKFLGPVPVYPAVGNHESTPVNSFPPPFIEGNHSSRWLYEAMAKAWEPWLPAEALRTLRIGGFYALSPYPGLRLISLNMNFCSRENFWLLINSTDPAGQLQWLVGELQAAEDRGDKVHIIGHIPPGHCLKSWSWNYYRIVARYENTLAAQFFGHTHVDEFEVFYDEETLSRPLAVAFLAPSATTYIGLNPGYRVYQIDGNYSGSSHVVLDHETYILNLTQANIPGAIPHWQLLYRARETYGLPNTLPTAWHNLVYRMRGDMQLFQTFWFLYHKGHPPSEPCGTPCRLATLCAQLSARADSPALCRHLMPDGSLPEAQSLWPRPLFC
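Human placenta-derived ASM enzyme was preincubated with compound for 10 minutes at room temperature, then given fluorogenic substrate HMU-PC0 (9 uM final) for 60 minutes at 37 °C; a pH 10 stop preceded fluorescence reading at Ex 386/Em 447 nm.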
ELG1 genotoxic = inducers of genotoxicity in HEK293T ELG1-luciferase cells; HEK293T ELG1-luciferase reporter, luminescence, 16 h; Potency, µM (series often up to 46 µM), for the others: at the top dose activity change, positive = activation, usual class: activators; 330,000 compounds, 1.3% hits; further: potency means the concentration at half of the fitted maximal effect; % of control where 0% means no effect; nearly all actives have a fitted effect of over 60% in size
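Screening used a luciferase reporter fused to human ELG1 in HEK293T cells. Luminescence was read on a CCD plate imager after 16 hr exposure and 30 min ONE-Glo incubation.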
p53 reactivator = re-activators of mutant p53. H1299 p53-A138V BP100-luciferase reporter, luminescence, 24 h. 320,000 compounds, 0.063% hits. Potency, µM (titrated, usually from 92.2 µM), inactives show top-dose activity change, positive = activation, usual class: activators; further: potency means the concentration at half of the fitted maximal effect; % of control where 0% means no effect; nearly all actives have a fitted effect of over 45% in size
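H1299 (p53-null), stable ts p53-A138V + BP100-Luc; 1000 cells/well, Opti-MEM/10% FBS; cpd 4 pt, 1:5; 24 h, 37 deg C, 5% CO2; detection reagent 10 min RT; luminescence.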
Eya2 phos inh = Eya2 (human) phosphatase inhibition. Potency, µM (series often up to 76.9 µM), inactives show at the top dose activity, negative = inhibition, usual class: inhibitors. recombinant Eya2, OMFP fluorescence dephosphorylation (OMFP is methylfluorescein phosphate). 330,000 compounds, 0.006% hits; further: potency means the concentration at half of the fitted maximal effect; on the % scale 0 is the no-effect control and ±100 the full control effect
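Eya2 protein (added as 0.2 uM solution) was preincubated with compound for 10 min at ambient temperature in 50 mM HEPES pH 7.5, 50 mM NaCl, 5 uM MgCl2, 0.05% BSA, 1 mM DTT. OMFP (added at 50 uM) then reacted 10 min; fluorescence read at 485/525 nm.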
USP2a block = USP2a (human) protease inhibition; O75604; USP2 core, Ub-CHOP2 coupled fluorogenic reporter, 485/531; Potency, µM (doses to about 38.3 µM), for the others: at the highest dose activity change, negative = inhibition, actives largely listed as inhibitors; 330,000 compounds, 0.01% hits; AID 463254;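 further: potency means the concentration at half of the fitted maximal effect; plate controls were DMSO wells for no effect and full inhibition by NEM control for full effect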
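Cell-free coupled assay: 10nM USP2 core preincubated 30min RT with compound in Tris-HCl pH 8.0/CaCl2/CHAPS buffer, then 25nM Ub-CHOP2 and 25nM reporter substrate; fluorescence (Ex 485/Em 531) read after 60min RT, normalized to NEM inhibition, concentration-response curves fitted.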
TSG101-PTAP inh = blocks PTAP/TSG101 interaction to inhibit HIV-1 budding. Q99816. Fluorescence polarization, FITC-PTAP peptide / Tsg101 binding. Potency, µM (series often up to 115 µM), inactives show top-dose activity change, negative = inhibition, usual class: inhibitors. 340,000 tested, under 10 active; active means well fitted inhibition curve with a large enough effect in the main read-out, with a control signal flat, not every such curve was filed as active; inconclusive means small, poorly fitted or top-dose-only effect, or effect the other way, or a change in a side signal; inactive means no such curve, though single readings can be large or run the other way; further: potency means the concentration at half of the fitted maximal effect; % of control where 0% means no effect
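Compounds were pin-transferred onto Tsg101 binding domain (10 uM final) in HEPES pH 7.5 buffer, then FITC-PTAP peptide was added at 50 nM final. After 20 min at RT, polarization reported peptide displacement across a qHTS concentration series.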
The depositor's hits bear a star; ? = inconclusive; . = not tested or not shown; [ ] = another dose, or the depositor's remark. Unless noted, the call rests on the fitted dose curve; in most records, active means well fitted curve in the direction sought with a large enough effect; inconclusive means small, poorly fitted or top-dose-only effect, or another doubt; inactive means no such curve, though single readings can be large; an effect the other way counts as inactive or inconclusive.

SMILES	Integrin act MD	uPA generation	TRPV1 ag	B2AR arrestin	BRCA1 expr up	S-ASM inh	ELG1 genotoxic	p53 reactivator	Eya2 phos inh	USP2a block	TSG101-PTAP inh
CC1CCN(S(=O)(=O)c2ccc(C(=O)NNC(=O)C3CC3)cc2)CC1	28%	1%	-4	-0.3%	-12%	-1%	-2%	-3%	2%	-4%	4%
CC1CCN(S(=O)(=O)c2ccc3c(ccn3CC(=O)O)c2)CC1	0%	9%	2	-0.1%	18%	3%	1%	26%	16%	1%	1%
COC(=O)C(=Cc1ccc(-c2ccsc2C(=O)OC)o1)C(=O)OC	-3%	-17%	6	-1.2%	5%	26%	-3%	?	-23%	2%	0%
CCOc1ccccc1CNc1ccc(N2CCOCC2)c(C(=O)O)c1	-7%[7.66 µM]	.	-1	-0.1%	-1%	12%	1%	3%	-4%	1%	-2%
COc1ccc(CCNC(=O)CCC(=O)NC2CCCC(C)C2C)cc1OC (configuration not stated)	9%	2%	-1	-1.2%	-41%	-1%	-1%	.	-5%	1%	-4%
COc1cccc(NC(=O)COC(=O)c2cc(S(=O)(=O)N3CCOCC3)ccc2C)c1	-28%	3%	3	0.0%	9%	-2%	2%	-2%	16%	-2%	-5%
COc1ccc(C(=O)C[n+]2ccc3c(c2)nc(-c2ccccc2)n3C)cc1	-17%	3%	0	-0.3%	-46%	-1%	-6%	-4%	-1%	-1%	-1%
CCCCNc1c([N+](=O)[O-])cc(C(=O)O)cc1[N+](=O)[O-]	34%	1%	3	-0.3%	-6%	2%	0%	1%	1%	3%	-3%
CCN(C(=O)c1cc2ccccc2oc1=O)c1cccc(C)c1	0%	.	-7	0.4%	1%	-1%	12%	7%	8%	0%	-8%
COc1cc2[nH]c(=S)n(CCCN3CCOCC3)c(=O)c2cc1OC	-16%	-2%	-1	-0.1%	6%	0%	3%	-2%	4%	-2%	0%
O=[N+]([O-])c1ccc(NCc2ccccc2N2CCC(CO)CC2)nc1	15%	-7%	8	0.5%	-10%	-5%	-3%	-2%	?	1%	-2%
O=C(CS(=O)CC(=O)Nc1cccnc1)Nc1ccc(F)cc1 (configuration not stated)	3%	-6%	-1	-0.4%	-1%	-1%	1%	1%	12%	3%	-3%
CC(C)CNC(=O)c1ccc2c(c1)C(=O)N(C1CCCCC1)C2=O	7%	0%	?	-0.6%	-11%	0%	2%	8%	29%	-2%	0%
COc1cc(/C=C2/N=C(C3CCCCC3)OC2=O)cc(OC)c1OC	-8%	1%	9	-0.3%	2%	0%	1%	4%	-4%	0%	-6%
COc1ccc(NC(=O)c2ccc(-c3ccc(OC)cc3)s2)cc1	4%	9%	0	0.0%	23%	3%	9%	-3%	7%	5%	-1%
Cc1cccc(OCCNC(=S)NC(=O)c2cccnc2)c1	10%	0%	27	-0.4%	-24%	5%	1%	5%	-5%	-1%	-11%
COc1cc(C(=O)N2CCN(S(=O)(=O)c3ccc(C)cc3C)CC2)ccc1OCC(=O)N1CCOCC1	-5%	4%	5	-0.1%	13%	1%	2%	0%	12%	0%	-1%
COCCCNC(=O)c1cn(-c2cccc(OC)c2)c(=O)c2ccccc12	?	17%	24	-0.8%	-3%	1%	-1%	-4%	8%	0%	1%
Cc1ccc(/C=C2\Oc3cc(OC(=O)N4CCOCC4)ccc3C2=O)cc1	-25%	0%	-2	-0.1%	-1%	5%	-2%	-1%	-1%	2%	-3%
CCn1c(SCC(=O)Nc2ccccc2C(=O)OC)nnc1-c1cccc(C)c1	-2%	-14%	-5	0.5%	-7%	-1%	2%	-3%	2%	-1%	-8%
Cc1cc(N(CN2CCCC2=O)C(=O)c2ccc(F)cc2)no1	2%	5%	1	0.1%	-1%[1.84 µM]	3%	-1%	-2%	-19%	-2%	-10%
Cc1ccc(C(=O)Nn2cnnc2)cc1[N+](=O)[O-]	-9%	7%	.	.	0%	0%	.	.	.	.	0%
O=C(COC(=O)c1cc(=O)[nH]c2ccccc12)NCCc1ccccc1	28%	18%	.	-0.1%	9%	18%	0%	3%	-11%	7%	-4%
CSCCC(NC(=O)C1CCC(C)CC1)C(=O)NCCN1CCOCC1 (configuration not stated)	17%[7.66 µM]	3%	-2	0.0%	2%	2%	4%	10%	-20%	3%	1%
CCOc1ccc(NC(=O)CN(C)C(=O)C2CC(=O)N(Cc3ccco3)C2)cc1OCC (configuration not stated)	-6%	-3%	1	-0.1%	-1%	3%	3%	1%	-6%	-1%	0%
SMILES	Integrin act MD	uPA generation	TRPV1 ag	B2AR arrestin	BRCA1 expr up	S-ASM inh	ELG1 genotoxic	p53 reactivator	Eya2 phos inh	USP2a block	TSG101-PTAP inh
Cc1cccc(NC(=S)NC2CC3CCCC(C2)N3Cc2cccs2)c1 (configuration not stated)	-27%	?	15	-0.3%	-37%	3%	-4%	1%	-13%	0%	-6%
Cc1cccc(OCCNc2ccc(C(F)(F)F)cc2[N+](=O)[O-])c1	41%	1%	9	-0.4%	3.2µM*	-8%	3%	5%	2%	2%	0%
CCOc1ccc(CN(C)Cc2cc(=O)oc3c(C)c(C)ccc23)cc1OC	-58%[inhibitor]	4%	.	.	0%	-1%	.	.	.	.	-3%
O=C(O)c1ccc(Nc2nc3c(s2)CCCC3)cc1	-21%	14%	0	0.0%	?	8%	?	-10%	11%	1%	-3%
Cn1nc(C(=O)N2CCN(c3ccc(Cl)cc3)CC2)c2c1-c1ccccc1S(=O)(=O)C2	18%	2%	0	-0.3%	-26%	-8%	-10%	-6%	-19%	3%	-9%
Cc1ccc(SC(C)C(=O)Nc2ncn[nH]2)cc1 (configuration not stated)	-13%	-8%	-3	0.2%	-23%	2%	1%	22%	9%	2%	-3%
CN(Cc1ccccc1)C(=O)c1cccnc1	-2%	1%	-3	0.5%	13%	1%	-3%	.	-22%	0%	-6%
CCCn1c(SCC(=O)N2CCN(c3ccc(OC)cc3)CC2)nc2c1c(=O)n(C)c(=O)n2C	4%	2%	3	0.8%	-20%	-8%	-16%	0%	-4%	3%	-3%
CN(c1ccccc1)S(=O)(=O)c1ccc(C(=O)N2CCc3ccccc3C2)cc1	20%	-26%	20	-0.1%	-11%	-6%	-4%	4%	7%	-1%	-3%
CCc1ccc(NC(=O)/C(C#N)=C/c2cc3ccc(C)cc3nc2N2CCOCC2)cc1	-20%	0%	8	-1.7%	-37%	-5%	6%	-12%	5%	2%	?
O=C(Nc1ccc2ccccc2n1)Nc1cccs1	13%	3%	1	-0.3%	30%	-3%	5%	26%	-1%	2%	0%
O=C(CSc1nnc(NCc2ccccc2)s1)NC1CCS(=O)(=O)C1 (configuration not stated)	12%	-11%	-1	-0.2%	20%	3%	0%	-3%	3%	8%	-10%
COCCC(=O)N1CCC(Oc2ccc(C(=O)N(C)Cc3cc(C)no3)cc2)CC1	-1%	1%	2	-0.4%	-16%	4%	-4%	-14%	8%	0%	-4%
O=C(Nc1ccc2c(c1)OCO2)C1CCCN(c2nc3ccccc3s2)C1 (configuration not stated)	-9%	.	?	-0.3%	-24%	-20%	0%	?	1%	-9%	-3%
CC(=O)N[C@@H](CC(=O)N[C@H](CCC(=O)O)C(=O)O)C(=O)O	.	3%	0	-0.1%	-4%	4%	-10%	4%	-4%	0%	-3%
Cc1ccccc1C(=O)N1CCC(n2nccc2NC(=O)C2CC2)CC1	0%	-19%	-1	-0.3%	-20%	-3%	2%	-4%	5%	-1%	-2%
Cc1ccc(C(=O)N/N=C/c2cc(Br)ccc2O)cn1	?	?	3	3.8%	-68%	0%	11%	.	6%	1%	1%
O=[N+]([O-])c1cc(Oc2cccnc2)cc([N+](=O)[O-])c1	4%	-10%	-4	-1.1%	-22%	-1%	0%	-12%	1%	4%	-7%
CC(=O)N(C)c1ccc(NC(=O)CCN2C(=O)c3ccccc3C2=O)cc1	-3%	12%	0	-0.3%	-7%	2%	0%	28%	3%	-1%	-3%
CCCCn1c(CCC(=O)O)ccc1-c1cccs1	2%	0%	0	-0.1%	-22%	78%[activator]	-14%	1%	14%	1%	-3%

Ordered by heavy-atom count (descending): some entries from above
SMILES	Integrin act MD	uPA generation	TRPV1 ag	B2AR arrestin	BRCA1 expr up	S-ASM inh	ELG1 genotoxic	p53 reactivator	Eya2 phos inh	USP2a block	TSG101-PTAP inh
COCCC(=O)N1CCC(Oc2ccc(C(=O)N(C)Cc3cc(C)no3)cc2)CC1	-1%	1%	2	-0.4%	-16%	4%	-4%	-14%	8%	0%	-4%
CC(=O)N[C@@H](CC(=O)N[C@H](CCC(=O)O)C(=O)O)C(=O)O	.	3%	0	-0.1%	-4%	4%	-10%	4%	-4%	0%	-3%
O=[N+]([O-])c1cc(Oc2cccnc2)cc([N+](=O)[O-])c1	4%	-10%	-4	-1.1%	-22%	-1%	0%	-12%	1%	4%	-7%
